High-throughput results deposited in PubChem by several laboratories.
TCR CD3 inh = inhibitors of human TCR-CD3 interaction, primary screen, biochemical, fluorescence, TAMRA-labeled TCR probe | T-cell receptor (TCR) | hit rate 0.37% among 360,000 | AID 651800, 2012 | inhibition, % at 9.4 µM; in the data active = inhibition above about 19%;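 also: recombinant mutant TCR 2C K166C tagged with TAMRA read by polarization; 0% = receptor in buffer alone and 100% = receptor with positive control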
NPR2 activator = human GC-B receptor activators, primary screen, HEK293 GC-B cells, cGMP TR-FRET, EC30 CNP. Atrial natriuretic peptide receptor 2 (Homo sapiens), P20594. 0% at EC30 CNP, 100% saturating CNP. activation, % at 10 µM. hit rate 0.11% among 370,000;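 active = activation at 10 µM reaching about 35% in either raw or pattern-adjusted values, limit read from the data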
mABHD4 FP = ABHD4 inhibitors, primary screen, biochemical, fluorescence polarization, mouse | purified mABHD4, FP-Rh probe fluorescence polarization | inhibition, % at 8.92 µM | hit rate 0.54% among 370,000;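 active = inhibition exceeding the mean over every tested compound plus 3 SD, cut at about 30% in these data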;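 also: 0% = plate median of compound wells and 100% = S159A mutant with DMSO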
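Material: mouse ABHD4 enzyme, wild type; Benchmarks: S159A mutant high control, sample median low control; Buffer or medium: HEPES pH 7.0, NaCl, Pluronic buffer; Signal: fluorescence polarization; Read-out: percent inhibition of probe binding, normalized to plate controls; Timing: pre-incubation 45 min, probe exposure 60 min, at 25 °C; Dosing: 8.92 µM, single dose.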
HTRA1 inhibitor = HTRA1 serine protease inhibitors, primary screen, biochemical, fluorescence polarization, HTS | recombinant HTRA1, FP-rhodamine activity-based probe | hit rate 0.5% among 340,000 | inhibition, % at 5.96 µM | AID 504803, 2011 | Q92743; in the data active = inhibition above about 36%;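 also: 0% = enzyme with DMSO and 100% = wells lacking enzyme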
Target sequence (Q92743 whole entry, looked up): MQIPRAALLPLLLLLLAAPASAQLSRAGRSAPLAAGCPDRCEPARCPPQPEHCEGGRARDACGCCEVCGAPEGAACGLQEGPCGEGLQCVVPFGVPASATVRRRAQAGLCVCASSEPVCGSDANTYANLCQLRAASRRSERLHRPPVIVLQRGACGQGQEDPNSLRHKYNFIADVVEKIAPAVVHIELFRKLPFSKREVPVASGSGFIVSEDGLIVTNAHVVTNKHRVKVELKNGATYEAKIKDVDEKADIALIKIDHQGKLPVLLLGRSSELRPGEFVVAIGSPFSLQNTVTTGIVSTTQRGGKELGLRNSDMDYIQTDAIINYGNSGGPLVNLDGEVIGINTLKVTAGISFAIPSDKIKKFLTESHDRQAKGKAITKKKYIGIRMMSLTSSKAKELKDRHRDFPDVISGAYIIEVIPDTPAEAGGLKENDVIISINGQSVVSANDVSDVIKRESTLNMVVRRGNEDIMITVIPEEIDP
SIAE inh = human SIAE inhibitors, primary screen, biochemical, fluorescence polarization, FP-Rh probe, 1536-well HTS; SIAE FP-Rh probe binding; Sialate O-acetylesterase (Homo sapiens), Q9HAT2; hit rate 0.69% among 370,000; inhibition, % at 9.66 µM;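 active = inhibition above a cutoff: mean of compounds within the control limits plus 3 SD of those, cut at about 17% in these data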;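 also: 0% = plate median of compound wells and 100% = probe without SIAE protein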
rCAG RNA binder = binders of r(CAG) RNA repeats, primary screen, biochemical, fluorescence | r(CAG) RNA repeat, TO-PRO-1 dye displacement fluorescence | inhibition, % at 3 µM | hit rate 1.3% among 370,000 | AID 651821, 2012;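 active = inhibition above the plate cutoff, the mean of all test compounds on that plate plus 3 SD, cut at about 35% in these data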;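 also: 0% = DMSO alone and 100% = 100 µM mitoxantrone as full dye displacement; higher means more dye released from RNA so lower well fluorescence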
PRMT1 inh = PRMT1 methyltransferase inhibitors, primary screen, biochemical, fluorescence polarization | Protein arginine N-methyltransferase 1 (Homo sapiens), Q99873 | recombinant PRMT1, activity-based probe fluorescence polarization | hit rate 1.3% among 370,000 | inhibition, % at 2.79 µM;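 active = inhibition above about 21% made by adding two undisclosed values, limit read from the data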
MBD2 DNA inh = inhibitors of MBD2 binding to methylated DNA, primary screen, biochemical, TR-FRET, DNA-binding domain, human; Methyl-CpG-binding domain protein 2 (Homo sapiens), Q9UBB5; MBD2 binding to methylated oligonucleotide; inhibition, % at 4.4 µM; hit rate 0.31% among 370,000; AID 686964, 2013; in the data active = inhibition above about 13%
Target sequence (Q9UBB5 whole entry, looked up, the tested form may be a part): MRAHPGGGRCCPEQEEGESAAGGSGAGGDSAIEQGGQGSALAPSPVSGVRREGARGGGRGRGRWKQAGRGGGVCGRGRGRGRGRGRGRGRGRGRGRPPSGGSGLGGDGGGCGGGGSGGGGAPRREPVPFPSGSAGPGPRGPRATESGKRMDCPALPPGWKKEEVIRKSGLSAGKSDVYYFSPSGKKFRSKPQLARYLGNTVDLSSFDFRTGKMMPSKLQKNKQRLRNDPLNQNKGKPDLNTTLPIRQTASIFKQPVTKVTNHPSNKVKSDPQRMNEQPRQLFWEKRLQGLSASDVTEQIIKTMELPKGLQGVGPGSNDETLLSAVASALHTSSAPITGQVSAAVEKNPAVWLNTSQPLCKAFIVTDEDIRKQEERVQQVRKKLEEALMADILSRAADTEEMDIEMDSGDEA
TDP2 absorb = human TDP2 enzyme inhibitors, primary screen, biochemical, epi absorbance, recombinant enzyme; Tyrosyl-DNA phosphodiesterase 2 (Homo sapiens), O95551; T5PNP hydrolysis, p-nitrophenol absorbance 415 nm; inhibition, % at 12.8 µM; hit rate 0.34% among 370,000;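 active = inhibition above the mean of all tested compounds plus 3 SD, set per campaign, cut at about 25% in these data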;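 also: 0% = DMSO with enzyme and 100% = buffer with substrate but no TDP2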
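Evaluation: % inhibition relative to enzyme-containing and enzyme-free wells. Material: recombinant human TDP2. Benchmarks: enzyme-free and DMSO wells. Timing: enzyme reaction with compound for 2 h at 37 °C. Compound dosing: 12.8 µM only. Measured by: p-Nitrophenol epi absorbance. Reagent: T5PNP substrate at 5 mM, a TopII-DNA adduct mimic. Replication: single well per compound.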
LEDGF integ inh = blockers of LEDGF/p75-dependent integrase strand transfer – biochemical, TR-FRET, high throughput, primary screen; hit rate 0.64% among 370,000; AID 743269, 2014; inhibition, % at 3.7 µM; TR-FRET IN-LEDGF/p75 DNA integration, Eu/Cy5;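 active = inhibition above the screen-wide mean plus 3 SD, cut at about 13% in these data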;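 also: signal is the Cy5 over europium emission ratio at 671 and 618 nm; 0% = plate median of compound wells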
* = called active by the depositor; nt = not tested or not shown. The list is partial. The share of hits here may be higher or lower than overall.

SMILES	TCR CD3 inh	NPR2 activator	mABHD4 FP	HTRA1 inhibitor	SIAE inh	rCAG RNA binder	PRMT1 inh	MBD2 DNA inh	TDP2 absorb	LEDGF integ inh
CC(C(=O)NC1CCCCC1)N(Cc1ccccc1)C(=O)c1snc(C(N)=O)c1N (centres undefined)	-1	0	-2	4	1	-8	-4	-2	-3	5
C(=N\c1nccs1)/c1cccnc1	3	8	1	7	8	3	-1	-2	-7	1
CC(CC(F)(F)F)N1CCC(n2nccc2NC(=O)CCCc2ccccc2)CC1 (centres undefined)	7	-2	2	-4	6	-12	0	4	4	-2
Cc1ccc(-n2c(SCC(=O)Nc3ccc4cn[nH]c4c3)nnc2-c2ccco2)cc1	11	-1	-4	-19	-2	4	1	-6	2	1
CN(C)c1ccc(C(=S)Nc2ccccc2)cc1	-7	0	1	3	9	6	-2	-2	-4	-3
COc1ccc(OC)c(S(=O)(=O)N2CCN(C)CC2c2ccccc2)c1 (centres undefined)	3	-8	0	5	-1	0	1	1	-1	2
CN(NC(=O)c1ccccc1F)c1nc(C(F)(F)F)nc2ccccc12	28*	-4	-4	-3	-1	-1	0	0	-6	2
NS(=O)(=O)c1ccc(NCC2COc3ccccc3O2)c([N+](=O)[O-])c1 (centres undefined)	-2	-5	0	0	-6	10	1	2	-3	-4
CCC(C)(C)n1nnnc1C(c1ccccc1F)N1CCC(C(N)=O)CC1 (centres undefined)	-6	5	2	-2	-3	-8	0	-4	8	1
O=[N+]([O-])c1cc2c(cc1[N+](=O)[O-])OCCOCCOCCOCCO2	0	0	-9	9	-3	-4	2	7	-4	-2
O=[N+]([O-])c1ccc(CN2CC(N3CC=CC3)CS2(=O)=O)cc1 (centres undefined)	4	2	1	nt	2	0	2	4	7	-4
Cc1ccc(C(O)P(=O)(OCc2ccccc2)c2ccc(N(C)C)cc2)cc1 (centres undefined)	-3	0	-3	2	9	-9	-4	2	-15	0
COC(=O)c1ccc(NC(=O)CCNS(=O)(=O)c2cccc3nonc23)cc1	-6	-2	3	5	-4	0	3	2	1	-2
CN(C)c1ccc(NC(=O)c2cccc(N3C(=O)CCC3=O)c2)cc1	3	-6	10	-4	3	4	0	-1	-4	1
CN(C)S(=O)(=O)N1CCN(c2ccc([N+](=O)[O-])c(NC3CC3)c2)CC1	-2	1	5	-7	2	-4	2	1	3	-5
Cc1sc(-c2cccnc2)nc1OC(=O)C1CC1	5	4	0	3	5	-2	4	1	-6	-2
Cc1ccc2c(c1)c1nnc(SCC(=O)Nc3cccc(Cl)c3C)nc1n2CC(=O)O	1	1	-5	-5	-8	33	2	3	-5	-4
CCc1cc(-c2nnn(CCC3COCCO3)c2CC)ccc1-c1cn(Cc2ccc3ccccc3c2)nn1 (centres undefined)	-6	3	-21	-45	-10	11	3	-2	-5	0
COCCn1c(SCC(=O)Nc2ccc3[nH]c(=O)[nH]c3c2)nc2ccccc21	-1	3	2	3	7	2	3	1	6	-4
COc1ccc(CCNC(=O)C(=O)c2cn(CC(=O)N3CCCC3)c3ccccc23)cc1	7	4	4	-2	-6	0	-2	-1	-4	6
O=C(NCCCn1ccnc1)/C(=C/c1ccco1)NC(=O)c1ccccc1	4	1	-1	-6	3	1	0	4	3	-2
Cc1ccc(C(=O)OCC(=O)N2CCCCCC2)cc1S(=O)(=O)N1CCOCC1	-5	-3	1	-1	-4	0	2	-4	4	-2
Cc1ccc(CNC(=O)CCS(=O)(=O)c2ccc3c(c2)NC(=O)CS3)cc1	-1	4	-1	3	-8	5	2	3	-2	0
Cc1cc(NC(=O)CCC(=O)N(Cc2ccco2)C2(C(=O)NC3CCCCC3)CCCCC2)no1	12	-9	7	-9	-4	0	1	-5	9	3
O=C(NCC1CCCO1)c1ccc(COCC(F)(F)C(F)F)cc1 (centres undefined)	8	8	2	3	-4	-6	0	3	4	-2
COCc1ccc(CN2CCCCC2C(=O)Nc2ccc(Oc3ccccc3)nc2)o1 (centres undefined)	-4	1	4	2	-7	-4	3	-3	-2	-8
Cc1cc(SCC(=O)N/N=C/c2ccc(O)c(O)c2)c(C)cc1Br	2	3	14	77*	21*	20	11	10	-17	-13
Cc1cc(C(=O)CSc2nncs2)c(C)n1Cc1ccco1	2	-1	-2	-11	-4	1	2	-3	1	0
CCN(CC)CCn1c(=S)[nH]c2ccc(Cl)cc2c1=O	2	-5	1	2	5	-1	3	-2	4	3
CCN(Cc1ccccc1)C(=O)c1ccc(CNS(=O)(=O)c2ccc(C)cc2)cc1	-4	-1	-5	-25	0	-3	0	0	-4	0

Sorted by length of the SMILES (rising): part of the list above
SMILES	TCR CD3 inh	NPR2 activator	mABHD4 FP	HTRA1 inhibitor	SIAE inh	rCAG RNA binder	PRMT1 inh	MBD2 DNA inh	TDP2 absorb	LEDGF integ inh
Cc1sc(-c2cccnc2)nc1OC(=O)C1CC1	5	4	0	3	5	-2	4	1	-6	-2
Cc1cc(C(=O)CSc2nncs2)c(C)n1Cc1ccco1	2	-1	-2	-11	-4	1	2	-3	1	0
Cc1cc(SCC(=O)N/N=C/c2ccc(O)c(O)c2)c(C)cc1Br	2	3	14	77*	21*	20	11	10	-17	-13
O=C(NCCCn1ccnc1)/C(=C/c1ccco1)NC(=O)c1ccccc1	4	1	-1	-6	3	1	0	4	3	-2
COCc1ccc(CN2CCCCC2C(=O)Nc2ccc(Oc3ccccc3)nc2)o1 (centres undefined)	-4	1	4	2	-7	-4	3	-3	-2	-8
Cc1ccc(CNC(=O)CCS(=O)(=O)c2ccc3c(c2)NC(=O)CS3)cc1	-1	4	-1	3	-8	5	2	3	-2	0
COCCn1c(SCC(=O)Nc2ccc3[nH]c(=O)[nH]c3c2)nc2ccccc21	-1	3	2	3	7	2	3	1	6	-4
CCN(Cc1ccccc1)C(=O)c1ccc(CNS(=O)(=O)c2ccc(C)cc2)cc1	-4	-1	-5	-25	0	-3	0	0	-4	0
Cc1ccc2c(c1)c1nnc(SCC(=O)Nc3cccc(Cl)c3C)nc1n2CC(=O)O	1	1	-5	-5	-8	33	2	3	-5	-4
COc1ccc(CCNC(=O)C(=O)c2cn(CC(=O)N3CCCC3)c3ccccc23)cc1	7	4	4	-2	-6	0	-2	-1	-4	6
Cc1cc(NC(=O)CCC(=O)N(Cc2ccco2)C2(C(=O)NC3CCCCC3)CCCCC2)no1	12	-9	7	-9	-4	0	1	-5	9	3
CCc1cc(-c2nnn(CCC3COCCO3)c2CC)ccc1-c1cn(Cc2ccc3ccccc3c2)nn1 (centres undefined)	-6	3	-21	-45	-10	11	3	-2	-5	0

The results go on:
SMILES	TCR CD3 inh	NPR2 activator	mABHD4 FP	HTRA1 inhibitor	SIAE inh	rCAG RNA binder	PRMT1 inh	MBD2 DNA inh	TDP2 absorb	LEDGF integ inh
CCOc1cc(/C=N/O)ccc1OCC(=O)Nc1cccc(C)c1	9	-8	-8	-7	0	-2	-3	0	-2	2
O[C@H]1CN(Cc2cccs2)[C@@H](c2ccccc2)C[C@@H]1n1cc(C2CC2)nn1	6	-1	0	-4	1	3	-1	-2	-10	-5
COC(=O)c1ccc2nc(NC(=O)C(C)C)sc2c1	7	-7	-5	-1	-7	0	0	0	-10	-3
CCC1CCCCN1CCNC(=O)CNS(=O)(=O)c1ccc2nc(C)sc2c1 (centres undefined)	4	4	2	-4	0	0	0	-3	0	2
CCCN1CCN(CC(=O)Nc2nc3ccccc3s2)CC1	3	5	0	4	-7	-2	-3	1	3	3
CN(C)S(=O)(=O)c1ccc(C(=O)OCC(=O)Nc2ccccc2OC(F)F)cc1	-1	-2	0	-1	-1	-5	1	1	-4	-4
COc1cccc(NC(=O)CNC(C)CCC(C)C)c1 (centres undefined)	3	-1	2	-6	-2	-3	-3	-5	0	-1
COc1ccc(C=C2NC(=S)NC2=O)cc1	3	-6	4	-6	4	1	1	0	-1	-3
COc1cc(-c2noc(-c3ccccc3C(=O)NCc3ccco3)n2)cc(OC)c1OC	5	-4	-6	1	2	-1	-2	-1	-2	-1
Cc1nc2ccc(NC(=O)c3ccc(Cl)c([N+](=O)[O-])c3)cc2s1	-6	2	-5	-6	1	1	1	1	-2	2
O=C(OCc1csc(-c2ccccc2)n1)c1cccs1	2	-8	-11	-29	2	-7	4	4	7	1
COCCOC(=O)c1[nH]c2c(c1C)C(=O)CC(c1ccco1)C2 (centres undefined)	14	-7	16	1	17	25	15	13	8	16*
COc1ccccc1OCC(=O)NN=C(Cc1ccccc1)Cc1ccccc1	-2	0	0	2	1	0	-1	1	9	-1
N#Cc1c(N)nc2c(c1-c1ccc(F)cc1)CCC2	5	-3	-1	-4	2	-2	0	7	3	-1
Cn1ncc2c(NNC(=O)c3ccc(Cl)cc3Cl)ncnc21	-6	0	5	1	3	-3	1	4	-2	-6
CCOc1ccnc(OCC)c1Br	-6	5	1	-3	4	-3	-2	-3	6	-1
CCC(=O)c1ccc(N2CCN(C(=O)c3ccccc3)CC2)c(F)c1	4	-11	2	0	5	-8	-1	5	3	0
Cc1oc2c(c1C(=O)N1CCOCC1)C(=O)c1ccccc1C2=O	-5	1	12	6	-4	10	15	-1	19	18*
COc1cc(NC(=O)c2ccccc2F)ccc1NC(=O)c1cc2ccccc2o1	-5	-1	-8	0	1	4	0	-2	-11	3
CSc1ccccc1NC(=S)N/N=C/c1cccn1Cc1cccc(C)c1	3	5	6	7	9	2	-4	0	3	7
CC(=O)Nc1cccc(S(N)(=O)=O)c1C	-9	5	2	2	-3	-3	8	-4	-4	1
CC(=O)c1cc(NC(=O)c2ccc(C)cc2)c(=O)oc1/C=C/N(C)C	11	-1	5	-2	3	-2	4	-5	2	3
CCc1ccc(NC(=O)CCNS(=O)(=O)c2cccs2)cc1	-3	1	-3	-2	2	0	2	0	-1	-3
